# Screening data deposited in PubChem by several laboratories.
# RmlCD inh 1536: inhibitors of Mycobacterium tuberculosis RmlC and RmlD coupled enzymes; RmlC+RmlD coupled enzyme assay, percent inhibition; primary screen in compound mixtures; AID 1533; inhibition, % at 3.6 µM; P9WH09+P9WH11; hit rate 0.03% among 160,000; in the data active means inhibition mostly above about 34%, no sharp cut-off; further: some results filed as inactive read as strong as hits
# Target sequence (P9WH09 whole entry, looked up): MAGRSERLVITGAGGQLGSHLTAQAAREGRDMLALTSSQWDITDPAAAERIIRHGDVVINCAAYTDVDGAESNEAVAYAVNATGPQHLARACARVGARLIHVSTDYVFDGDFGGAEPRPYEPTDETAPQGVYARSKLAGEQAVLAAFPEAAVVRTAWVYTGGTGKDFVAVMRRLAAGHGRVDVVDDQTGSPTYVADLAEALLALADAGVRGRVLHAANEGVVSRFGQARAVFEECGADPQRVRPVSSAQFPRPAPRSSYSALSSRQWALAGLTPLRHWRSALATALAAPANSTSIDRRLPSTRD
# Target sequence (P9WH11 whole entry, looked up): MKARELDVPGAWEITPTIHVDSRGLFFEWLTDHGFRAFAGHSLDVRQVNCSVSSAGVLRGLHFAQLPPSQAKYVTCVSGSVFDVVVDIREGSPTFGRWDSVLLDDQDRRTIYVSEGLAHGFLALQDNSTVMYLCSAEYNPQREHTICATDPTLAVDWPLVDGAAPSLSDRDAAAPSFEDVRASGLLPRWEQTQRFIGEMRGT
# M. tuberculosis GlmU: inhibition of mycobacterial GlmU enzyme – biochemical, glucosamine-1-phosphate acetyltransferase (AID 1376); hit rate 0.25% among 220,000; inhibition, %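 (tested at 30 µM in the primary screen)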; hits with a dose series show IC50 in µM; M. tuberculosis GlmU acetyltransferase enzyme assay; higher % means a stronger effect; in the data active means inhibition above about 13%;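 further: 0% = complete reaction with vehicle and 100% = reaction without substrate; strong numbers were not always called active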
# An asterisk follows results filed as active; nt = no result given. Not all compounds are listed. The share of hits here may be higher or lower than overall.
# The opening three records as a preview:
SMILES,RmlCD inh 1536,M. tuberculosis GlmU
Cc1cccc(C)c1NC(=O)CSc1ncnc2nc[nH]c12,nt,-0.4%
O=C(Nc1cccnc1)c1cccc(F)c1,7.4,0.2%
Cc1ccc(/C=C/C(=O)NCc2cccs2)o1,-0.8,3.9%

# All compounds of this part, previewed entries included:
SMILES,RmlCD inh 1536,M. tuberculosis GlmU
Cc1cccc(C)c1NC(=O)CSc1ncnc2nc[nH]c12,nt,-0.4%
O=C(Nc1cccnc1)c1cccc(F)c1,7.4,0.2%
Cc1ccc(/C=C/C(=O)NCc2cccs2)o1,-0.8,3.9%
COc1ccc(C2C(C(=O)/C=C/c3ccco3)=C(O)C(=O)N2CCN2CCOCC2)cc1 (stereo unspecified),-3.5,3.7%
COc1ccc(NC(=O)c2cc(Cl)ccc2Cl)c([N+](=O)[O-])c1,3.7,-1.5%
O=C(Cc1cn2ccsc2n1)NCc1ccccc1,-19.6,-1.9%
COc1cccc(CN2CCC(C(=O)N3CCN(c4ccccc4F)CC3)CC2)c1OC,-10.1,6.3%
Cc1cccc(C)c1NC(=O)C1CCCNC1 (stereo unspecified),11.2,-3.5%
CC(=O)NCCNC(=O)CNC(=O)c1ccc(Cl)cc1,-8.8,4.2%
COC(=O)c1cccc(C(=O)Nc2cnc3ccccc3c2)n1,nt,-5.2%
Nc1ccc2c(c1)Cc1ccccc1-2,4.8,2.6%
COc1ccc(C(=O)Nc2ccc(NC(=O)c3cccs3)cc2)cc1[N+](=O)[O-],4.2,-6.7%
CCS(=O)(=O)c1nc(S(=O)(=O)c2ccc(C)cc2)c(NCc2ccccn2)s1,-3.5,-1.7%
O=C1CC(c2cccnc2)c2cc3c(cc2N1)OCCO3 (stereo unspecified),-6.6,2.8%
CCn1c(-c2cc(-c3ccccc3)sc2N)n[nH]c1=S,6.2,1.9%
CC(=O)Oc1ccc(C2C3=C(CC(C)(C)CC3=O)Nc3cc4c(cc32)OCCO4)cc1 (stereo unspecified),9.8,-0.1%
CCN(CC)S(=O)(=O)c1ccc(N2CCCCC2)c(NC(=O)/C(C#N)=C/c2ccc(OC)cc2)c1,-10.1,3.6%
CC(C)=NNc1nc(-c2ccccc2)c(C)s1,-0.4,-4.3%
CCC(C)NC(=O)CSc1ncnc2sccc12 (stereo unspecified),-2.6,2.1%
COc1ccc(/C=N/c2oc(-c3ccccc3)cc2C#N)cc1,-3.9,-3.7%
CCc1ccc(C(=O)Cn2ncc(Cl)c(Cl)c2=O)cc1,5.5,7.7%
CN(NC(=S)Nc1ccc(OC(F)F)cc1)C(=S)Nc1ccc(OC(F)F)cc1,14.7,0.2%
CC1CCc2c(sc(NC(=S)NC(=O)c3ccccc3)c2C#N)C1 (stereo unspecified),3.1,-1.9%
CCC(=O)Nc1cc(NC(=O)CSc2nnc(C(C)C)n2CC)ccc1C,-4.8,nt
Cc1cc(Cl)ccc1NC(=O)Cn1cncn1,nt,0.7%

# 5 entries from above, arranged by formula weight, descending:
SMILES,RmlCD inh 1536,M. tuberculosis GlmU
COc1cccc(CN2CCC(C(=O)N3CCN(c4ccccc4F)CC3)CC2)c1OC,-10.1,6.3%
CC(=O)Oc1ccc(C2C3=C(CC(C)(C)CC3=O)Nc3cc4c(cc32)OCCO4)cc1 (stereo unspecified),9.8,-0.1%
COc1ccc(/C=N/c2oc(-c3ccccc3)cc2C#N)cc1,-3.9,-3.7%
O=C1CC(c2cccnc2)c2cc3c(cc2N1)OCCO3 (stereo unspecified),-6.6,2.8%
Cc1cc(Cl)ccc1NC(=O)Cn1cncn1,nt,0.7%

# The listing continues.
SMILES,RmlCD inh 1536,M. tuberculosis GlmU
O=C(NCc1cccs1)C1CC(=O)N(c2ccc(Cl)cc2)C1 (stereo unspecified),-0.5,0.2%
Cc1ccc(S(=O)(=O)N(C)CC(=O)OCC(=O)NC(=O)NC(C)C)cc1,3.1,-3.2%
Cn1c(=O)c(=O)n(C)c2cc(S(=O)(=O)N3CCCCC3)ccc21,5.0,4.8%
CN(Cc1ccccc1)C(=O)c1nc2ccccn2c1CNCCOc1cccnc1,3.4,-3.4%
CC(NC(=O)NC1CCCCC1)C(c1cccs1)N1CCOCC1 (stereo unspecified),-11.4,-0.4%
NC1=NC2(CCCC2)N=C(Nc2ccccc2)N1,-11.4,-5.8%
COc1ccc(S(=O)(=O)N2CCN(Cc3ccc(Cl)cc3)CC2)cc1,7.3,2.5%
CC1CCc2sc3c(c2C1)c1ncnn1c(=O)n3CC(=O)c1ccc(Br)cc1 (stereo unspecified),nt,0.1%
Cc1cc(NC(=S)NC(=O)c2ccco2)c2ccccc2n1,19.9,6.7%
O=C(Nc1ccccc1)Nc1nnc(CSCc2ccccc2Cl)s1,-7.0,-8.1%
O=c1cc(N2CCN(c3ccc(F)cc3)CC2)[nH]c(=O)n1Cc1ccc(F)cc1,-3.8,-2.6%
CCOC(=O)CCc1c(C)n(CC)c2ncnn2c1=O,20.9,0.9%
C=CCN1C(=O)NC2(O)C(=O)c3ccccc3C12O (stereo unspecified),2.6,-5.9%
CCC(=O)N(Cc1ccc(S(N)(=O)=O)cc1)C1CC(=O)N(c2ccc(OC)cc2)C1=O (stereo unspecified),4.4,0.8%
O=C(Nc1ccccc1N1CCN(C(=O)c2ccc(Cl)cc2)CC1)c1cc2ccccc2o1,8.7,6.1%
Cc1ccc(Cc2cc(C)n[nH]c2=O)cc1,-4.6,-1.8%
Cc1cccc(-c2nsc(SCC(=O)NCc3ccco3)n2)c1,nt,0.2%
C/C(=N/N=C1\SCC(=O)N1c1ccccc1)c1ccc(C)cc1,4.5,-5.2%
CC(=O)Nc1ccc(NC(=O)C(C)n2c3ccccc3c3nc(=O)cc(C)n32)cc1 (stereo unspecified),-5.2,-0.9%
CC(C)(C)C(=O)COC(=O)c1ccccc1O,13.1,1.7%
O=C(O)C#Cc1cccc2ccccc12,-3.0,4.4%
CCCCCn1c(=O)c(C(=O)NCc2ccccn2)c(O)c2ccccc21,-4.4,2.8%
Cc1ccc(/C=N/n2c(-c3ccncc3)n[nH]c2=S)s1,-8.8,3.9%
CCOc1ccc2[nH]c(=O)c(CN(Cc3ccco3)C(CC)c3nnnn3Cc3ccccc3)cc2c1 (stereo unspecified),3.4,-2.1%
Cn1nnc(NC(=O)C(c2ccccc2)c2ccccc2)n1,nt,-1.8%
# The listing continues:
SMILES,RmlCD inh 1536,M. tuberculosis GlmU
COc1cccc(-c2nc(N3CCCCC3C)c3ccccc3n2)c1O (stereo unspecified),16.4,4.2%
CC(C)(C)Nc1nc(OCC#N)nc(N2CCCCC2)n1,15.8,2.3%
CCCCNC(=O)c1cc2nc3c(c(C(F)(F)F)n2n1)CCc1ccccc1-3,-7.4,-1.6%
CCOC(=O)C1=C(C)NC(SCC(=O)Nc2nc(C)cs2)=C(C#N)C1c1cccs1 (stereo unspecified),0.8,nt
N#CC1=C(N)N(c2ccccc2)C(=O)C1,-13.2,7.2%
C=CCn1c(O)c(C2=c3ccccc3=NC2=O)sc1=Nc1ccc(O)cc1,nt,4.6%
Cc1occc1-c1nnc(SCC(=O)Nc2ccc(F)cc2)n1Cc1ccccc1,1.5,-1.2%
CC1CC(=O)c2cnc(Nc3ccccc3)nc2C1 (stereo unspecified),nt,5.6%
NC(=O)c1ccc(Cl)c2ccccc12,nt,-1.6%
Cc1ccc(C)c(-c2cc(C(=O)Nc3cccc(C(=O)O)c3)c3ccccc3n2)c1,4.3,3.0%
Cc1nc(N)[nH]c(=O)c1Oc1cccc(C(F)(F)F)c1,-4.9,-0.3%
COc1ccc(-n2nc(C(=O)N3CCN(Cc4ccc5c(c4)OCO5)CC3)c3ccccc3c2=O)cc1,-7.4,-2.5%
O=C(COc1ccc2ccccc2c1)N1CCN(C(=O)c2cccs2)CC1,nt,-4.1%
Cc1ccc(NS(=O)(=O)c2cc(C(=O)N3CCN(C)CC3)ccc2C)cc1C,-7.0,-4.2%
CCN(CC(=O)NC(C)(C)C)C(=O)COc1c(Cl)cc(Cl)c2ccc(C)nc12,1.0,1.9%
O=C(NNc1ncnc2c1cnn2-c1ccccc1)c1ccco1,-13.9,2.1%
S=C(NCCc1c[nH]c2ccccc12)NC1CCCCC1,10.8,-4.6%
CC(C)c1ccccc1NC(=O)CCCC(=O)O,-9.2,-1.7%
COc1ccc(CN2C3CCCC2CC(NC(=O)Nc2ccccc2)C3)cc1 (stereo unspecified),nt,0.9%
N=C1S/C(=C\c2ccc(-c3cccc(Cl)c3)o2)C(=O)N1c1nccs1,-5.7,3.9%
Cc1ccc(C(=O)Oc2oc(-c3ccco3)nc2C=Nc2ccccc2)cc1,nt,2.3%
Cc1cc(C)cc(OCc2nnc(SCC(=O)OC(C)C)o2)c1,11.1,4.5%
CCc1ccc(C(=O)NC(CCSC)C(=O)OC)cc1 (stereo unspecified),3.9,7.0%
CCCCn1c(=O)cc(N2CCOCC2)[nH]c1=O,nt,-10.5%
CCOCCCNC(=O)C(NC(=O)CNC(=O)c1ccccc1)c1ccc(C)cc1 (stereo unspecified),-2.2,3.7%
# (continued)
SMILES,RmlCD inh 1536,M. tuberculosis GlmU
Cc1ccc(NC(=O)COC(=O)CNC(=O)C2CCCCC2)c(Br)c1,-10.5,5.4%
CC(=O)c1cccc(NC(=O)COC(=O)c2n[nH]c3ccccc23)c1,4.3,-2.0%
Cc1cccc(Nc2nnc(SCC(=O)Nc3cccnc3Cl)s2)c1,6.2,-3.8%
CC(=O)Nc1ccc(SCC(=O)OCC(=O)NC(=O)NC2CCCC2)cc1,-13.1,-4.5%
O=S(=O)(CCSc1nc2ccccc2o1)Cc1ccccc1,nt,2.5%
Cc1ccccc1C(=O)N1CCC(C(=O)Nc2cccc(F)c2)CC1,nt,0.8%
O=C1NC2(CCc3ccccc32)C(=O)N1CCOc1ccc(Cl)cc1 (stereo unspecified),nt,-3.7%
CCOC(=O)c1cc2cc(F)ccc2nc1C,51.6,2.0%
COc1cc(C#N)ccc1OCC(=O)Nc1cccc(S(=O)(=O)N2CCCC2)c1,-0.3,0.8%
CCN(CC(=O)Nc1ccccc1C(=O)Nc1ccccc1)Cc1nc2ccccc2c(=O)[nH]1,32.1,-3.6%
COc1ccc(-c2c3c(=O)n(C)c(=O)n(C)c3cn2-c2ccccc2)cc1,3.7,-0.4%
C(#Cc1ccccc1)CN1CCOCC1,-10.7,-0.3%
CCOC(=O)C1=C(CC)Nc2ccccc2N=C1NC(=O)c1oc2ccccc2c1C,4.9,7.0%
CCn1c(SCC(=O)Nc2cc(C)on2)nnc1-c1ccccc1,nt,2.5%
COCC(=O)N1CCCC(C(=O)c2ccc(Oc3ccccc3)cc2)C1 (stereo unspecified),-9.9,-2.4%
COc1cccc(Cn2c(C3CC3)nc3ccc(NC(=O)c4ccco4)cc3c2=O)c1,7.6,0.2%
Cc1nnc(SCc2nnc(-c3cccs3)o2)n1C,-2.1,2.5%
Cc1ccc2[nH]c(-c3ccccc3)c(CN(C)C)c(=O)c2c1,6.3,-2.6%
CCOc1ccc(CN2CCN(CCCn3cccn3)CC2CCO)cc1 (stereo unspecified),-1.6,-4.7%
CN(C)CCNc1oc(COc2ccc(Cl)cc2)nc1C#N,nt,0.9%
O=C1CC(c2cccc(Br)c2)C2=C(CCCC2=O)N1 (stereo unspecified),-15.2,nt
Cc1ccccc1C(=O)NCC(=O)NNC(=S)NC(=O)c1ccccc1,-9.5,0.6%
CCOC(=O)N1CCN(CC(=O)n2c(C)c(C)c3ccccc32)CC1,-3.8,-2.5%
Cc1[nH]nc2c1C(c1cn[nH]c1-c1ccc(F)cc1)C(C#N)=C(N)O2 (stereo unspecified),nt,3.2%
O=C(Nc1cccc(Cl)c1N1CCOCC1)c1cccnc1Cl,67.1,4.2%

# Reformatted as labelled records: entries from further up
Cc1cc(NC(=S)NC(=O)c2ccco2)c2ccccc2n1
- RmlCD inh 1536: 19.9
- M. tuberculosis GlmU: 6.7%
O=C(Nc1ccccc1)Nc1nnc(CSCc2ccccc2Cl)s1
- RmlCD inh 1536: -7.0
- M. tuberculosis GlmU: -8.1%
O=c1cc(N2CCN(c3ccc(F)cc3)CC2)[nH]c(=O)n1Cc1ccc(F)cc1
- RmlCD inh 1536: -3.8
- M. tuberculosis GlmU: -2.6%

# Additional results
SMILES,RmlCD inh 1536,M. tuberculosis GlmU
COc1ccc(OC)c(-c2cc(C(=O)N3CCc4ccccc4C3)no2)c1,nt,0.6%
O=P(c1ccccc1)(c1ccccc1)C(O)c1ccco1 (stereo unspecified),nt,2.2%
COC(=O)C(Cc1ccccc1)NC(=O)C(CC(C)C)NC(=O)OC(C)(C)C (stereo unspecified),-12.9,2.2%
CCOP(=O)(c1ccccc1)C1(C#N)CC1 (stereo unspecified),1.6,2.2%
COc1cc(OC)cc(-n2nc(C(=O)NCCCN3CCOCC3)c3ccccc3c2=O)c1,-6.4,-6.4%
CSc1ccccc1NC(=O)c1cc(C)on1,nt,6.9%
O=C(CCCN1C(=O)c2ccccc2C1=O)OC1CSCC1NC(=O)c1ccccc1 (stereo unspecified),nt,8.4%
Cc1cc2n(n1)C(c1ccccc1)CC(c1ccc(Br)cc1)=N2 (stereo unspecified),5.6,-0.9%
c1ccc(OCc2nnnn2-c2ccccc2)cc1,8.5,-4.7%
CN(C)CCCN=C(NO)c1ccc(Cl)cc1Cl,15.6,-5.7%
Cc1ccccc1OCc1nnc(SCC(=O)N2CCc3ccccc32)n1C,31.0,-0.7%
O=C(Cc1ccccc1[N+](=O)[O-])NCCSCc1c(F)cccc1Cl,nt,0.2%
NNC(=O)CCN1CCN(C(c2ccccc2)c2ccccc2)CC1,-7.0,-2.2%
O=C(Cc1ccc(Cl)c(Cl)c1)Nc1cccc2ncccc12,8.7,-4.3%
S=c1[nH]nc(CCc2nc3ccccc3[nH]2)n1-c1ccccc1,6.8,0.8%
O=C(CCc1ccccc1)NCCc1nc2ccccc2[nH]1,8.8,1.6%
CCOC(=O)COn1c(SCC(=O)OCC)nc2ccccc2c1=O,7.6,1.5%
COc1ccc(C(=O)NNC(=O)CSc2nnc(C)n2CC2CCCO2)cc1 (stereo unspecified),-7.2,1.5%
